# HTR5A inv ctr = inverse agonist of human HTR5A in OPRM1-OPRD1 counter-screen; 340,000 tested, 0.083% active; inhibition, % at 9.3 µM; AID 504634; HTR5A cell line, luminescence, inverse agonism; P47898; in the data active = inhibition mostly above about 23%, no sharp cut-off; inactive = mostly below about 18%;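 note: 0% = cells with DMSO and 100% = no-cell wells with DMSO; some compounds called inactive have numbers as strong as hits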
# Target sequence (P47898 whole entry, looked up): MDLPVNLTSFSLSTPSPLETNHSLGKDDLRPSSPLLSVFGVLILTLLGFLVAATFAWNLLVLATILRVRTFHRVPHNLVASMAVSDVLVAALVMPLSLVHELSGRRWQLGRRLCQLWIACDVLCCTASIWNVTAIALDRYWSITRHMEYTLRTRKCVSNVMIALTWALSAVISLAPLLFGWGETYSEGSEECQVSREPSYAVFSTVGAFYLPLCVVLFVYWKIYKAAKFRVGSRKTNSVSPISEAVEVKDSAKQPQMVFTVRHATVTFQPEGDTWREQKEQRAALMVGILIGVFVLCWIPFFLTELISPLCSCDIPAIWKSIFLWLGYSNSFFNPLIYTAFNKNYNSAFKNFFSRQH
# CDK5 inh = inhibitors of human CDK5/p35 kinase | 330,000 tested, 0.01% active | inhibition, % at 10 µM | Recombinant CDK5/p35, ADP-Glo luminescence, 60 min | Q00535+Q15078 | AID 488839;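 active = highest replicate inhibition of at least 50% and at least 75% of replicates reaching 50%; inconclusive = only one of the two criteria met; inactive = both criteria failed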;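 note: plate controls were DMSO neutral control for no effect and GW8510 at 10 µM for full effect; many of its hits are not listed in these tables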
# MITF act = increases MITF-driven TRPM1 promoter luciferase signal; SK-MEL-5 TRPM1-promoter luciferase, 24 h; % of positive control, neutral wells = 0; activation, % at 12.5 µM; 300,000 tested, 0.75% active; AID 588334;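 active = mean activation of at least 80% with every replicate also reaching 80%; inconclusive = mean reaches 80% but some replicate falls short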;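 note: 0% = neutral control wells and 100% = parthenolide positive control wells; values of inactives mirror those of a sister screen read the other way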
# NSD2 HMT inh = inhibitors of human histone methyltransferase NSD2; O96028; NSD2 peptide methylation, AlphaScreen, 120 min; inhibition, % at 12.5 µM; 310,000 tested, 0.54% active; in the data active = inhibition above about 50%
# PvdQ inh = P. aeruginosa PvdQ acylase inhibition; purified PvdQ acylase, fluorescence plate reader; inhibition, % at 10 µM; 340,000 tested, 0.063% active; in the data active = inhibition above about 30%, passing the limit was not always enough; inconclusive = no clear call, values can overlap the other calls;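 note: 0% = vehicle neutral wells and 100% = reference inhibitor wells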
# Wnt bcat act = activates Wnt/beta-catenin signaling in a reporter cell assay | 300,000 tested, 1.2% active | activation, % at 9.35 µM | AID 743398 | activator, plate reader; in the data active = activation above about 30%, passing the limit was not always enough; inconclusive = no clear call, values can overlap the other calls;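 note: 0% = neutral control wells and 100% = positive control wells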
# SR-BI DiI inh = inhibitors of mouse SR-BI mediated HDL lipid uptake | 320,000 tested, 0.96% active | Q61009 | ldlA[mSR-BI] CHO cells, DiI-HDL uptake fluorescence, 3 h | inhibition, % at 12.5 µM;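 active = mean replicate inhibition of at least 70% and a set share of replicates each scoring 70 or more; inconclusive = meets just one of the two criteria; inactive = fails both criteria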;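 note: 0% = median of neutral control wells and 100% = median of positive control wells; values of inactives mirror those of a sister screen read the other way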
# dFosB act = enhances mouse delta FosB homodimer DNA binding | P13346 | purified delta FosB, TAMRA-CDK5 oligo fluorescence polarization; percent of positive-control signal above neutral wells | activation, % at 25 µM | 340,000 tested, 0.99% active;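 active = mean activation above about 17%, with every replicate also reaching it, limit read from the data, passing the limit was not always enough; inconclusive = only one of the two conditions met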;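 note: fluorescence polarization rise as delta FosB binds a TAMRA Cdk5 AP-1 oligo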
# Target sequence (P13346 whole entry, looked up): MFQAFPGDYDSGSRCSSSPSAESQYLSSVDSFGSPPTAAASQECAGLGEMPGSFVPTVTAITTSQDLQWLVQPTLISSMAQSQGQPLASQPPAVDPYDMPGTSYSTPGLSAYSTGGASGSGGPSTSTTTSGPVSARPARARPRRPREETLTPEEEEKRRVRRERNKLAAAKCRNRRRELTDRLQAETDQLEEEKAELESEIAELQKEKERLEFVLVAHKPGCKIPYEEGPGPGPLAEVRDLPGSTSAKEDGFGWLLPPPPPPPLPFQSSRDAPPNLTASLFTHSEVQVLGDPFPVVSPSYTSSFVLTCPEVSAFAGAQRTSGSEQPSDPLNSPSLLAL
# HTR5A ag = counter-screen for OPRM1-OPRD1 agonists: human HTR5A agonism. AID 504692. activation, % at 9.3 µM. P47898. 340,000 tested, 0.61% active. HTR5A agonist assay, luminescence, cell-based; in the data active = activation mostly above about 9.5%, no sharp cut-off; inactive = mostly below about 7.6%;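 note: 0% = cells with vehicle only and 100% = reference agonist; strong numbers were not always called active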
# V-ATPase pH = regulators of yeast V-ATPase proton transport; S. cerevisiae, pHLuorin cytosolic pH fluorescence; response, % at 10 µM; 350,000 tested, 0.37% active; AID 504577; in the data active = response mostly above about 7.3%, no sharp cut-off; inactive = mostly below about 5.4%; note: actives read high; inactives centre near 0; some compounds called inactive have numbers as strong as hits; reference of the scale not given here
# * marks the source's active call; other numbers are inactive results; ? = inconclusive; . = not tested or not shown; & = joins results of further samples.
item	smiles	HTR5A inv ctr	CDK5 inh	MITF act	NSD2 HMT inh	PvdQ inh	Wnt bcat act	SR-BI DiI inh	dFosB act	HTR5A ag	V-ATPase pH
1	Cc1c(C(=O)Nc2nccs2)oc2c(Cl)cccc12	-6	-0.5	6	-1	-15	15	29	-8	9	-5
2	CCOC(=O)C1=CN(C)CCC1=O	-25	-1.8	2	.	-4	-3	-8	-1	7	2
3	CCOC(=S)SCC(=O)Nc1nc(-c2ccc(Br)cc2)cs1	-1	0.1	-58	-2	-17	-7	46	-1	1	0
4	COc1ccc2[nH]c(=O)c(CN(CC3CCCO3)C(=S)Nc3cccc(C)c3)cc2c1 (stereo not drawn)	11	0.5	-14	0	-13	-1	7	-13	-4	-2
5	CCc1sc(C(=O)Nc2ccc(OC)c(S(=O)(=O)N3CCOCC3)c2)cc1C	1	-0.8	.	-1	-16	-1	?	-22	1	-2
6	Nc1ccc(S(=O)(=O)O)cn1	-8&6&-6	0.3&-0.3&-0.8	-3&-4&3	0&-2&-2	3&-10&1	1&1&-2	-13&-3	1&1&-1	-1&-2&2	-3&3&2
7	CCOC(=O)c1ccc(NC(=S)NC(=O)c2cncc(Br)c2)cc1	11	1.4	0	-5	-11	13	-26	-9	-3	1
8	S=C(Nc1ccc(Br)cc1)N1CCN(c2ccccn2)CC1	5	-1.8	1	-2	4	0	-4	4	1	-2
9	Cc1ccc2c(C)c(C(=O)N(Cc3ccc(F)cc3)C3CCS(=O)(=O)C3)oc2c1 (stereo not drawn)	8	-1.7	-11	-2	-2	-1	-1	0	-2	0
10	COC(=O)[C@@H]1CCCN1Cc1c(C(=O)N2CCOCC2)nc2c(C)cccn12	-2	0.2	-12	-2	-6	-1	-10	-5	1	0
11	COc1ccc(/C=N/NC(=O)c2nnn(-c3nonc3N)c2-c2cccs2)c(OC)c1	8	-2.9	-11	11	-8	-2	66	-5	-2	-2
12	COCCNc1nnc(Cc2ccccc2)c(=O)[nH]1	4	1.6	-4	-3	4	-2	-1	4	-1	-3
13	COc1cc(/C=C2\SC(=N)N(c3ccc4c(c3)OCO4)C2=O)cc(OC)c1O	-1	-1.9	13	2	-8	-2	13	0	1	0
14	Cc1ccccc1S(=O)(=O)Cc1ccc(C(=O)N2CCN(c3ccc(F)cc3)CC2)o1	18	-0.9	.	2	-15	.	24	-13	-6	5
15	O=C(NCCC(=O)N1CCN(S(=O)(=O)c2ccc(Cl)cc2)CC1)Nc1ccccc1	18	1.5	-2	0	-12	-2	9	-5	5	0
16	Cc1ccc(CCNC(=O)C2CC(=O)N(C3CCCCC3)C2)cc1 (stereo not drawn)	9	1.3	2	-2	-1	3	-11	4	-4	-2
17	N#Cc1cc2c(nc1SC1CC(=O)N(c3ccccc3)C1=O)CCC2 (stereo not drawn)	-5	0.9	-66	.	-17	.	-9	-9	3	1
18	O=C(/C=C1\SC(=O)NC1=O)Nc1ccc(F)cc1	3	-2.4	14	-4	-17	8	4	-3	-2	-5
19	Cc1nnc(SCC(=O)c2ccc(Cl)cc2)n(N)c1=O	11	-4.2	14	-5	-14	43*	5	-3	0	-1
20	Cc1cc(C)n2nc(C(=O)Oc3ccc4c(c3)OCO4)nc2n1	-22	-1.3	7	2	-8	-9	4	6	5	2
21	C[C@H]1CN([C@@H](C)CO)C(=O)c2cccc(NC(=O)Nc3ccc(C(F)(F)F)cc3)c2O[C@H]1CN(C)C	-6	0.5	18	.	5	-1	6	-9	-2	-8
22	O=C(/C=C/c1cn(-c2ccccc2)nc1-c1ccc2c(c1)OCCO2)NCCCN1CCOCC1	1	-2.2	8	0	-2	-1	0	4	0	0
23	COc1ccc(/C=N/Nc2ncnc3sc4c(c23)CCCC4)cc1OC	6	-1.6	0	0	-8	3	14	-6	-2	3
24	C=CCc1ccc(OCc2ccc(C(=O)OC)o2)c(OC)c1	-31	0.3	23	0	-14	.	6	-2	-3	-1
25	COC(=O)c1ccccc1NC(=O)C1(S(=O)(=O)c2ccc(Cl)cc2)CC1	6	5.7	-11	-8	7	2	44	-1	-3	2
26	COc1ccccc1OCc1cc(C(=O)N2CCCC(OCc3cccnc3)C2)no1 (stereo not drawn)	-4	0.9	61	0	-14	20	22	-2	2	2
27	O=C(COC(=O)c1cnc(Cl)c(Cl)c1)NC1CC1	-2	-1.4	-6	0	-22	-5	-4	2	1	2
28	COc1ccc(-c2ccc(C#N)c(OC)n2)cc1	.	-1.2	-4	-4	-8	-1	36	-2	.	-1
29	S=C(Nc1ccc(Nc2ccccc2)cc1)NN1CCOCC1	-3	-0.4	.	4	8	6	.	-1	-1	0
30	CCn1c(SCc2nc(-c3cccs3)no2)nnc1-c1c[nH]c2ccccc12	-3	-3.1	-13	2	11	.	18	-7	-2	-2

# Whole records, quoted from the list. Order of values: HTR5A inv ctr | CDK5 inh | MITF act | NSD2 HMT inh | PvdQ inh | Wnt bcat act | SR-BI DiI inh | dFosB act | HTR5A ag | V-ATPase pH
# `COc1ccc(/C=N/Nc2ncnc3sc4c(c23)CCCC4)cc1OC` reads 6 | -1.6 | 0 | 0 | -8 | 3 | 14 | -6 | -2 | 3
# `O=C(/C=C/c1cn(-c2ccccc2)nc1-c1ccc2c(c1)OCCO2)NCCCN1CCOCC1` reads 1 | -2.2 | 8 | 0 | -2 | -1 | 0 | 4 | 0 | 0

# The listing continues:
item	smiles	HTR5A inv ctr	CDK5 inh	MITF act	NSD2 HMT inh	PvdQ inh	Wnt bcat act	SR-BI DiI inh	dFosB act	HTR5A ag	V-ATPase pH
31	Cc1nc2nc(C)c(CCC(=O)O)c(C)n2n1	-1	-0.5	10	1	-17	-1	26	7	3	-5
32	O=C(N/C=C/c1ccccc1)Nc1ccc(Cl)cc1	21	0.4	40	.	-3	.	5	-6	4	-1
33	CCCc1nnc(NC(=O)CSc2ncn[nH]2)s1	8	0.3	-4	-1	-11	.	-31	3	3	2
34	CCN(CC)S(=O)(=O)c1cccc(C(=O)NN2Cc3ccccc3C2=N)c1	-18	1.8	-3	.	0	-5	20	-9	-2	-7
35	CS(=O)(=O)N(CC(=O)N1CCN(c2ccccc2F)CC1)c1cc(C(F)(F)F)ccc1Cl	-1	0.9	-2	-1	16	.	3	-6	-1	-1
36	C=CCC(C(=O)Oc1c(C(C)(C)C)cc(C)cc1C(C)(C)C)c1ccccc1 (stereo not drawn)	10	0.3	-3	.	-16	-3	-11	-5	6	-3
37	CC(C)OC(=O)C1C(=O)CC(C)(O)C(C(=O)OC(C)C)C1c1ccc([N+](=O)[O-])cc1 (stereo not drawn)	11	-1.3	2	-4	-15	0	14	-4	3	-1
38	Cc1nc(C(F)(F)F)ccc1C(=O)Nc1ccc2ccccc2n1	-15	1.3	35	0	12	5	7	-5	4	-6
39	O=S(=O)(c1ccccc1)c1nc(Nc2ccccc2N2CCOCC2)sc1Cl	-1	-1.1	12	-1	-10	.	28	-12	-4	0
40	O=C(NCc1cccs1)c1cc2c(s1)CS(=O)(=O)C2	-14	-2.2	0	8	-11	-1	1	3	6	3
41	COc1ccc(NC(=S)N(CCN(C)C)C(C)c2ccco2)cc1 (stereo not drawn)	8	-0.1	-10	3	2	0	-31	1	2	3
42	CSc1nc2ncc(C(=O)O)c(N)n2n1	-3	-0.4	-3	0	-12	-2	-20	9	1	1
43	O=C(NNC(=O)C12CC3CC(CC(C3)C1)C2)c1csc(N2CCOCC2)n1	-20	0.4	15	0	-15	1	-6	-5	8	-1
44	CCN(CC)C(=O)c1ccc(S(=O)(=O)c2ccccc2)cc1	-6	-0.9	-3	0	-14	-2	3	-9	2	-2
45	O=C1CCCc2ccccc2N1	4	0.1	8	0	-1	-1	-32	-6	-2	1

# Structures listed so far containing two or more sulfur atoms, in the order listed:
item	smiles	HTR5A inv ctr	CDK5 inh	MITF act	NSD2 HMT inh	PvdQ inh	Wnt bcat act	SR-BI DiI inh	dFosB act	HTR5A ag	V-ATPase pH
3	CCOC(=S)SCC(=O)Nc1nc(-c2ccc(Br)cc2)cs1	-1	0.1	-58	-2	-17	-7	46	-1	1	0
5	CCc1sc(C(=O)Nc2ccc(OC)c(S(=O)(=O)N3CCOCC3)c2)cc1C	1	-0.8	.	-1	-16	-1	?	-22	1	-2
30	CCn1c(SCc2nc(-c3cccs3)no2)nnc1-c1c[nH]c2ccccc12	-3	-3.1	-13	2	11	.	18	-7	-2	-2
33	CCCc1nnc(NC(=O)CSc2ncn[nH]2)s1	8	0.3	-4	-1	-11	.	-31	3	3	2
39	O=S(=O)(c1ccccc1)c1nc(Nc2ccccc2N2CCOCC2)sc1Cl	-1	-1.1	12	-1	-10	.	28	-12	-4	0
40	O=C(NCc1cccs1)c1cc2c(s1)CS(=O)(=O)C2	-14	-2.2	0	8	-11	-1	1	3	6	3

# More structures follow.
item	smiles	HTR5A inv ctr	CDK5 inh	MITF act	NSD2 HMT inh	PvdQ inh	Wnt bcat act	SR-BI DiI inh	dFosB act	HTR5A ag	V-ATPase pH
46	CC(=O)O[C@H]1C2OC(=O)C(C)=C2[C@@H]2OC(=O)[C@]3(CCC4OC41C)OC23 (stereo partly drawn)	-2	0.6	-15	.	-3	.	-4	-5	-5	-4
47	O=C(c1ccc(=O)oc1)N1CCCc2ccccc21	-2	-5.5	5	92*	-2	.	-4	-8	5	-6
48	O=C(Nc1ccccc1O)c1cc2cc(Br)ccc2oc1=O	-12	0.1	101*	17	-9	?	8	0	3	6
49	CCCCNS(=O)(=O)c1ccc2nc(-c3cccnc3)cc(C(=O)NC(C)CC)c2c1 (stereo not drawn)	3	1.2	-1	.	-4	0	-11	0	-1	0
50	COc1ccc(Cc2nnc(NC(=O)C3CC(=O)N(CCc4ccc(F)cc4)C3)s2)cc1OC (stereo not drawn)	-19	-1.8	3	-6	12	6	.	-11	7	-4
51	CCCn1c(C(C)NC(=O)c2ccccc2)n[nH]c1=S (stereo not drawn)	4	2.7	-6	1	-21	0	-19	1	6	-3
52	Cc1ccccc1-c1nc(CN2CCC(C(=O)NCCN3CCOCC3)CC2)c(C)o1	16	0.3	1	1	-6	-3	-17	-3	-2	0
53	COc1ccc2c(c1)c1ncn(Cc3ccco3)c(=O)c1n2C	-2	0.6	.	12	-5	.	25	-9	6	-2
54	Cc1cc(OC(=O)C2CC2)c([N+](=O)[O-])c(=O)[nH]1	-3	0.6	-3	9	-10	0	-11	-2	1	5
55	O=C(N1CCCCC1)C1(S(=O)(=O)c2ccccc2)CC=CC1	17	-1.0	39	.	-16	-4	-16	2	-6	1
56	Cc1cccc(CCNS(=O)(=O)c2ccc3c(c2)NC(=O)CS3)c1	9	0.1	-11	0	-2	2	-4	-12	-1	2
57	COc1ccc(NC(=O)N2CCCC2C(=O)Nc2ccccc2F)cc1 (stereo not drawn)	-17	1.5	-3	.	9	0	.	1	6	-7
58	O=C(Nc1cccc2cccnc12)c1ccc(Br)cc1Br	-19	-0.4	-12	.	9	.	-31	-3	4	-1
59	CCOCc1c(C(=O)NCC(c2ccco2)N2CCCC2)oc2ccccc12 (stereo not drawn)	3	-0.3	-5	1	7	0	-5	-7	-2	-6
60	CCOC(=O)N1CCN(C(=O)c2ccc(NS(=O)(=O)c3ccc(C)cc3)cc2)CC1	-4	0.0	-11	0	-11	-1	18	-6	6	1
61	N#Cc1ccccc1S(=O)(=O)N1CCN(C(=O)C2CCCC2)CC1	12	-4.7	4	2	2	-2	-19	-6	-3	9

# Source: PubChem

# The order is random, and some 5% of all compounds hit somewhere here.
